Screens from PubChem BioAssay.
Shiga toxin inh: blocks Shiga toxin action in Vero cells; Vero cells, Shiga toxin protein synthesis inhibition reporter; inhibition, % at 38.7 µM; hit rate 9.2% among 290,000; in the data active = inhibition mostly above about 28%, no sharp cut-off; inactive = mostly below about 43%; also: 0% is about no effect
FBPA Giardia inh: inhibitors of Giardia lamblia fructose-1,6-bisphosphate aldolase; A8B2U2; purified Giardia FBPA; Potency, µM (doses to about 59.6 µM), inactives show top-dose activity, negative = inhibition, usual class: inhibitors; hit rate 0.71% among 290,000; AID 2451; also: potency is read from the fitted curve at half-maximal effect; % is scaled to controls: 0 for no effect and ±100 for the full control effect; nearly all actives have a fitted effect of over 55% in size
Target sequence (A8B2U2 whole entry, looked up): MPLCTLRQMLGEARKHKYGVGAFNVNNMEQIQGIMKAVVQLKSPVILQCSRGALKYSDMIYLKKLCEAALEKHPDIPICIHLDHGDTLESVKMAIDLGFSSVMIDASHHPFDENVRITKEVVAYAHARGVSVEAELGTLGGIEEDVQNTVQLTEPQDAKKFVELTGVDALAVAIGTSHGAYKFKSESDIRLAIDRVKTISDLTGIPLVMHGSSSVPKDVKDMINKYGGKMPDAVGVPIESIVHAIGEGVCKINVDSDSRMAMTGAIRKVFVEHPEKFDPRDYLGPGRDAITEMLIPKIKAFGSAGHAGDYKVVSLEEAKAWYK
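Giardia FBPA (40 nM reagent) was preincubated 10 min at RT with compound (up to 57.5 uM final), then substrate plus GAPDH/TPI/NAD/arsenate coupling system with diaphorase/resazurin was added; resorufin fluorescence (525/598 nm) was read after 20 min.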
HCV inhibitor: blocks hepatitis C virus | AID 651820 | Huh7.5.1 HCVcc-Cre infection, luciferase reporter, 44 h | Potency, µM (top dose mostly 41.8 µM), without a hit: top-dose activity change, negative = inhibition, most hits filed as inhibitors | hit rate 3.4% among 340,000; also: potency is read from the fitted curve at half-maximal effect; % is scaled to controls: 0 for no effect and ±100 for the full control effect
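Antiviral activity was scored by luciferase reporter output from cells infected with HCVcc-Cre (~0.5 moi) in presence of compound, 44 h infection period, cells seeded 1,000/well 4 h prior.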
Pf growth 48h: inhibits P. falciparum growth in the first generation, 48 h; Potency, µM (highest dose often 28.7 µM), inactives show at the top dose activity change, negative = inhibition, most hits filed as inhibitors; P. falciparum luciferase growth in erythrocytes, 48 h; hit rate 5.9% among 310,000; also: potency is read from the fitted curve at half-maximal effect; % is scaled to controls: 0 for no effect and ±100 for the full control effect
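Erythrocytes infected with P. falciparum carrying an integrated firefly luciferase reporter (2% hematocrit, 0.1% parasitemia final) were exposed to compounds in RPMI 1640 with 0.5% Albumax at 37 C, 5% CO2. Growth inhibition was scored as reduced luminescence.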
CHX counter: counter-screen for Shiga toxin inhibitors: cycloheximide protein synthesis inhibition. cell reporter, cycloheximide protein synthesis inhibition counterscreen. max response, %. hit rate 12% among 300,000; in the data active = max response mostly above about 13%, no sharp cut-off; inactive = mostly below about 14%; also: read at 38.3 µM for the half of the compounds with a filed dose; 0% is about no effect
Pf growth 96h: inhibits malaria parasite growth, 96 h; AID 504834; Potency, µM (highest dose often 28.7 µM), without a hit: at the highest dose activity change, negative = inhibition, most hits filed as inhibitors; P. falciparum luciferase reporter growth, 96 h; hit rate 6.9% among 320,000; also: potency is read from the fitted curve at half-maximal effect; % is scaled to controls: 0 for no effect and ±100 for the full control effect
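Luminescence readout: decreased luciferase signal marks inhibited growth of reporter-expressing P. falciparum in infected red cells (2% hematocrit, 0.05% parasitemia final), exposed to compound two generations (96 h, 37 C, 5% CO2).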
Numbers without * were called inactive; i = inactive; ? = inconclusive; . = no result given; & = joins results of further samples; [ ] = another dose, or the depositor's remark. Unless noted, calls follow the shape of the dose curve; as a rule, active = well fitted curve in the direction sought with a large enough effect; inconclusive = small, poorly fitted or top-dose-only effect, or another doubt; inactive = no such curve, though single readings can be large; an effect the other way counts as inactive or inconclusive.

#1 C=CCSC1=C(C#N)C(c2ccccc2Cl)CC(=O)N1 (stereo not drawn)
#2 O=[N+]([O-])c1ccccc1S(=O)(=O)NCCSc1ccccc1
#3 Cc1[nH]c2ccccc2c1C(=O)C(=O)N1CCN(C)CC1
#4 CN1C(=S)SC(N(O)C(=O)NC2CCCCC2)C1(C)C (stereo not drawn)
#5 CC(C)c1cc(C(=O)N2CCCC(N3CCN(c4ccccc4F)CC3)C2)nc(N)n1 (stereo not drawn)

screen / no.,1,2,3,4,5
Shiga toxin inh,-17,-2,-10,1,-3
FBPA Giardia inh,-17%,-2%,6%,0%,.
HCV inhibitor,12%,16%,12%,1%,-18%
Pf growth 48h,3%,31%[activator],12%,-11%,?
CHX counter,-3,-1,-3,-3,-3
Pf growth 96h,3.3µM*,-24%,48%[activator],-4%,?

#6 CN(C)S(=O)(=O)c1cccc(NC(=O)c2cc(-c3cccs3)nc3ccccc23)c1
#7 COc1ccc(-c2nnc3ccc(SCC(=O)Nc4nc5ccccc5s4)nn23)cc1OC
#8 COc1ccc(NC(=S)N2CCN(CCN3C(=O)c4cccc5cccc(c45)C3=O)CC2)cc1
#9 O=C(CSc1nc2[nH]c(=O)cc(O)c2s1)Nc1ccc(Br)cc1
#10 CCOC(=O)c1[nH]cnc1C(=O)Nc1ccccc1

screen / no.,6,7,8,9,10
Shiga toxin inh,-7,-6,-5,.,37
FBPA Giardia inh,-5%,-2%,10%,.,-21%
HCV inhibitor,?,-1%,-21%,35%[activator],-6%
Pf growth 48h,7%,8.3µM*,-18%,-2%,-4%
CHX counter,-2,-1,-8,.,1
Pf growth 96h,?,?,23%,?,-28%

Overlap with the part before: three entries, followed by the next part.
#8 COc1ccc(NC(=S)N2CCN(CCN3C(=O)c4cccc5cccc(c45)C3=O)CC2)cc1
#9 O=C(CSc1nc2[nH]c(=O)cc(O)c2s1)Nc1ccc(Br)cc1
#10 CCOC(=O)c1[nH]cnc1C(=O)Nc1ccccc1
#11 COCCCNC(=S)NCCc1ccc(F)cc1
#12 COc1cccc(C(=O)Nc2cccc(-c3nc4ncccc4o3)c2C)c1
#13 O=C(/C=C/c1ccc(Cl)cc1)Nc1ccc(N2CCOCC2)cc1
#14 NS(=O)(=O)c1ccc(N/N=C/c2ccccc2C(=O)O)c([N+](=O)[O-])c1
#15 Cc1noc(C)c1-c1ccc2ncnc(NCc3ccccc3Cl)c2c1

screen / no.,8,9,10,11,12,13,14,15
Shiga toxin inh,-5,.,37,45*,-12,19,1,-4
FBPA Giardia inh,10%,.,-21%,-1%,7%,3%,-1%,0%
HCV inhibitor,-21%,35%[activator],-6%,-5%,9%,-11%,-12%,.
Pf growth 48h,-18%,-2%,-4%,56%[activator],11%,-11%,44%[activator],.
CHX counter,-8,.,1,26,-1,-1,2,2
Pf growth 96h,23%,?,-28%,-16%,81%[activator],12%,3%,.

#16 O=C(NCc1cccs1)c1ccc([N+](=O)[O-])cc1
#17 CC(=O)c1nc(-c2ccccc2)sc1C
#18 CC1CCCC(C)N1CCNC(=O)CCc1nnc2n(Cc3ccccc3)c(=O)c3ccccc3n12 (stereo not drawn)
#19 O=C(NCC(=O)N(c1ccccc1)C(C(=O)NC1CCCCC1)c1cccnc1)c1ccco1 (stereo not drawn)
#20 COC(=O)c1cccc(C23CC4(C2)[C@H](CN(Cc2ccc(-c5ccccc5)cc2)[C@@H]4c2ccccc2)C3c2ccc(C(F)(F)F)cc2)c1 (stereo partly drawn)

screen / no.,16,17,18,19,20
Shiga toxin inh,-12,77*,-2,-15,2
FBPA Giardia inh,0%,4%,-5%,-2%,3%&2%
HCV inhibitor,0%,12%,?,16%,0%
Pf growth 48h,12%,30%[activator],?,8%,?
CHX counter,10,26,-3,-4,-3
Pf growth 96h,?,?,12µM*,?,?

#21 Fc1cccc(Cc2noc(CN3CCN(C4CCc5ccccc5C4)CC3)n2)c1 (stereo not drawn)
#22 O=C(O)c1ccccc1SCC(=O)N1CCOCC1
#23 Cc1ccc2[nH]c3c(NCc4ccccc4)ncnc3c2c1
#24 C/C(=N\NC(=O)c1cccs1)C(C)(C)C
#25 CCc1ccc(/C=C\C(=O)N2CCc3ccccc3C2)cc1

screen / no.,21,22,23,24,25
Shiga toxin inh,4,-16,80*,57*,43*
FBPA Giardia inh,2%,1%,6%,1%,-1%
HCV inhibitor,6%,1%,7.9µM*,18%,-10%
Pf growth 48h,29%,12%,?,102%[activator],36%[activator]
CHX counter,-3,-3,39*,71*,13*
Pf growth 96h,?,23%,?,55%[activator],48%[activator]

#26 COc1ccc2c(c1OC)C(=O)N(c1ccc(O)cc1)C2=O
#27 COc1cc(N)c(Cl)cc1Cl
#28 COc1cccc(NC(=O)CSc2nnc(Cc3cccs3)n2-c2ccc(C)cc2)c1
#29 COc1cccc(NC(=O)CCC2CCN(Cc3nccs3)CC2)c1
#30 Cc1cc(NS(=O)(=O)c2ccc(NS(=O)(=O)c3ccc(CC(C)C)cc3)cc2)nc(C)n1

screen / no.,26,27,28,29,30
Shiga toxin inh,4,-5,1,-8,19
FBPA Giardia inh,2%,1%,-1%,.,?
HCV inhibitor,1%,14%,-16%,-8%,4µM*
Pf growth 48h,51%[activator],-2%,.,64%[activator],33%[5.75 µM]
CHX counter,-2,-2,5,6,0
Pf growth 96h,19%,9%,?,34%[activator],12%

#31 O=C(O)CNC(=O)c1ccc(NS(=O)(=O)c2ccc3ccccc3c2)cc1
#32 Cc1ccc(S(=O)(=O)NCC(=O)N(CC(=O)NCC2CCCO2)CC2CCCO2)cc1 (stereo not drawn)
#33 O=C(CCNS(=O)(=O)c1ccccc1)N1CCCC1
#34 CN(Cc1nc2ccccc2c(=O)[nH]1)C(=O)c1ccc(S(=O)(=O)N(C)C)cc1
#35 Cc1[nH]c2ccccc2c1/C=N/NC(=O)c1cc(-c2ccncc2)nc2ccccc12

screen / no.,31,32,33,34,35
Shiga toxin inh,-6,-3,1,-8,-15
FBPA Giardia inh,5%,13%,.,6%,.
HCV inhibitor,9%,14%,8%,-1%,10µM*
Pf growth 48h,46%[activator],3%,30%[activator],.,?
CHX counter,-2,-2,5,14,-1
Pf growth 96h,40%[activator],?,-23%,?,6.6µM*

#36 COC(=O)NNC(=O)c1cccc(C)c1
#37 CC1=NNC(=O)C1CCC(=O)N/N=C(\C)c1ccc(Cl)cc1 (stereo not drawn)
#38 Cc1ccc(NC(=O)CN(C)S(=O)(=O)c2cccc3cccnc23)c(C)c1
#39 Cc1nc2ncccn2c1-c1csc(Nc2ccc(S(N)(=O)=O)cc2)n1
#40 CC(=O)c1ccc(-n2nnnc2SCC(=O)Nc2cccc(NC(=O)c3ccco3)c2)cc1

screen / no.,36,37,38,39,40
Shiga toxin inh,-27,18,37,-4,-9
FBPA Giardia inh,0%,1%,-6%,-28%,-1%
HCV inhibitor,32%[activator],?,4%,-17%,?
Pf growth 48h,28%,8%,8%,?,-4%
CHX counter,-3,0,1,-3,-2
Pf growth 96h,48%[activator],-5%,?,-54%,?

#41 COCCCNS(=O)(=O)c1ccc2c3c(cccc13)C(=O)S2
#42 Cc1ccccc1S(=O)(=O)Cc1ccc(C(=O)NC2CCCCCC2)o1
#43 Cc1ccccc1-c1nc(CN(C)C(C)c2ccon2)c(C)o1 (stereo not drawn)
#44 O=C1/C(=C\c2ccc(O)cc2)SC(=S)N1Cc1ccccc1
#45 COc1ccc(CC(=O)N(C)CC(=O)Nc2cccc(F)c2)cc1S(=O)(=O)N1CCOCC1

screen / no.,41,42,43,44,45
Shiga toxin inh,10,2,26,19,-10
FBPA Giardia inh,-6%,1%,0%,1%,.
HCV inhibitor,-11%,-4%,-24%,12%,20%
Pf growth 48h,?,-11%,-4%,26%,0%
CHX counter,-2,4,2,1,1
Pf growth 96h,-18%,?,2.3µM*,?,-9%

#46 CN1CCc2nc(NC(=O)c3cccc(S(=O)(=O)N4CCc5ccccc54)c3)sc2C1
#47 Cc1cccc(C(=O)Nc2ccc3c(c2)C(=O)N(CC(C)C)C3=O)c1
#48 COC(=O)NNC(=O)/C=C/c1ccccc1
#49 CC(=O)NN1C(=O)/C(=C\c2ccc(O)cc2)SC1=S
#50 Cc1ccccc1N(CC(=O)NCCSC1CCCCC1)S(=O)(=O)c1ccccc1

screen / no.,46,47,48,49,50
Shiga toxin inh,-14,43,-7,-5,-6
FBPA Giardia inh,18%,5%,0%,-3%,0%
HCV inhibitor,?,?,8%,-3%,1%
Pf growth 48h,5.9µM*,?,18%,24%,?
CHX counter,0,10,-4,1,-2
Pf growth 96h,58%[activator],?,20%,11%,?

#51 O=C(Nc1cc(=O)[nH]c(=O)[nH]1)c1cccc(Br)c1
#52 Cc1ccc(-n2nnnc2SCc2nc3sc(C)c(C)c3c(=O)[nH]2)cc1
#53 CC(NC(=O)c1cc2ccccc2o1)c1ccccc1 (stereo not drawn)
#54 CCOc1ccccc1N(C)C(=O)c1cc2c(=O)n(CC)c3ccccc3c2s1
#55 COc1ccc(NC(=O)C2CCCN(S(=O)(=O)c3cccc4cccnc34)C2)cc1OC (stereo not drawn)

screen / no.,51,52,53,54,55
Shiga toxin inh,-12,-10,10,-19,11
FBPA Giardia inh,-9%,1%,-2%,-4%,-22%
HCV inhibitor,7%,?,-9%,2µM*,?
Pf growth 48h,2%,-2%,-1%,?,?
CHX counter,-2,-3,-3,0,5
Pf growth 96h,?,-6%,i,?,10µM*

#56 CCCCN(C)CCNC(=O)c1cc2c(-c3ccccc3F)nn(C)c2s1
#57 O=C(/C=C/c1ccc(Cl)c([N+](=O)[O-])c1)Nc1ccc(N2CCCC2)cc1
#58 COc1ccc(C(=O)Nc2ccccc2C(=O)NC(C)C)cc1OC
#59 Cn1cc(S(=O)(=O)NCCc2ccccc2)c(=O)n(C)c1=O
#60 CCC(C)Sc1ccc([C@@H]2[C@H]3C(=O)N(CC)C(=O)[C@H]3[C@]3(C(=O)OC)CCCCN23)cc1 (stereo partly drawn)

screen / no.,56,57,58,59,60
Shiga toxin inh,17,-7,6,-8,.
FBPA Giardia inh,7%,-2%,1%,4%,.
HCV inhibitor,?,-16%,-28%,19%,6%
Pf growth 48h,?,-24%,.,0%,2.6µM*
CHX counter,3,-3,8,-2,.
Pf growth 96h,-6%,?,-16%,36%[activator],3.3µM*

#61 COc1ccc(OC)c(S(=O)(=O)NCC(c2cccs2)N2CCc3ccccc3C2)c1 (stereo not drawn)
#62 CC(C)c1cc(C(=O)NC2CCCc3c2cnn3-c2ccccc2F)no1 (stereo not drawn)
#63 O=C(Nc1ccn(Cc2c(F)c(F)cc(F)c2F)n1)c1ccc(COc2ccccc2Cl)cc1
#64 COc1ccc(CNC(=O)c2ccccc2[N+](=O)[O-])cc1
#65 CCOC(=O)c1c(C)n(C)c2ccc(OC)c(NC(=O)CCN3CCSCC3)c12

screen / no.,61,62,63,64,65
Shiga toxin inh,.,13,23,-7,-2
FBPA Giardia inh,.,-4%,-1%,0%,-9%
HCV inhibitor,-12%,11µM*,13µM*,13%,13%
Pf growth 48h,15µM*,8%,?,64%[activator],.
CHX counter,.,18,3,-2,-3
Pf growth 96h,?,22%,0.23µM*,161%[activator],73%[activator]
